Source: PubChem
NOD2 inhibition = inhibition of NOD2-driven NF-kB reporter – cell-based, luminescence, uHTS, HEK293 (AID 1566); one-dose inhibition, % at 4 µM; EC50 in µM for titrated hits; actives 0.63% (n = 290,000); HEK293 NOD2/NF-kB luciferase reporter, luminescence; higher % means a stronger effect; further: many of its hits are not listed in these tables
KOR beta-arrestin-1 = kappa opioid receptor activators – cell-based, luminescence, uHTS, primary screen (AID 1777). KOR beta-arrestin recruitment, luminescence; higher % means a stronger effect. one-dose activation, % at 10 µM; EC50 in µM for titrated hits. actives 0.02% (n = 280,000); in the data active means activation above about 50%, passing the limit was not always enough; further: a part of the inactive calls stands beside numbers as strong as those of hits
GPR35 arrestin U2OS = inhibition of zaprinast-stimulated GPR35 beta-arrestin translocation – imaging, U2OS, beta-arrestin-GFP, zaprinast agonist, primary screen (AID 2058); U2OS GPR35 beta-arrestin-GFP translocation imaging, zaprinast antagonism; higher % means a stronger effect; one-dose inhibition, % at 10 µM; IC50 in µM for titrated hits; actives 0.052% (n = 290,000);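 active means inhibition of at least 50% with at least 30 cells and total cytoplasm GFP at most 10,000,000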
GPR55 beta-arrestin = selective activators of receptor GPR55 – imaging, U2OS cells, beta-arrestin-GFP redistribution, primary screen (AID 1961) | U2OS GPR55 beta-arrestin-GFP redistribution imaging; higher % means a stronger effect | activation, % at 10 µM; hits with a dose series show EC50 in µM | actives 0.048% (n = 290,000);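 active means activation above 40% with more than 50 cells counted in the well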;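 further: U2OS osteosarcoma cells stably expressing GPR55 and beta-arrestin-GFP; plate controls were DMSO negative control for no effect and LPI positive control for full effect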
NOD1 inhibition = NOD1 signaling inhibitors, primary screen, cell-based, luminescence, uHTS (AID 1578). NOD1-driven NF-kB luciferase reporter cells, luminescence; higher % means a stronger effect. inhibition, % at 4 µM, or EC50 in µM where a hit was titrated. actives 1% (n = 290,000); in the data active means inhibition mostly above about 36%, no sharp cut-off; inactive means mostly below about 34%;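 further: HEK-293T reporter cells stimulated with the NOD1 agonist gamma-tri-DAP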
HIV fusion peptide = cell-free HIV fusion peptide-binding blockers – biochemical, uHTS, fluorescence dequenching, primary screen (AID 1986); inhibition, % at 20 µM; hits with a dose series show IC50 in µM; cell-free peptide binding, fluorescence dequenching, 30 min; higher % means a stronger effect; actives 0.3% (n = 290,000); in the data active means inhibition mostly above about 52%, no sharp cut-off; inactive means mostly below about 76%; further: some results filed as inactive read as strong as hits
Myeloid diff 2 = myeloid differentiation induction; ER-HoxA9 myeloid progenitors, lysozyme-GFP differentiation, flow cytometry; calls only at 10 µM; actives 1% (n = 360,000);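 active means normalized GFP-positive differentiation at or above the plate's own cutoff, the solvent-only control mean plus 3 SD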;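 further: cells exposed to compound for four days before flow analysis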
KOR beta-arrestin-2 = KOR antagonists, beta-arrestin recruitment, cell-based, luminescence, uHTS (AID 1778); actives 0.091% (n = 290,000); KOR beta-arrestin recruitment, luminescence, antagonist mode; higher % means a stronger effect; inhibition, % at 10 µM, or IC50 in µM where a hit was titrated; further: strong numbers were not always called active
GPR55 antagonists = GPR55 antagonists blocking LPI-driven arrestin recruitment, primary screen, imaging, U2OS, beta-arrestin-GFP, LPI agonist (AID 2013); U2OS GPR55 beta-arrestin-GFP translocation imaging, LPI antagonism; higher % means a stronger effect; inhibition, % at 10 µM; hits with a dose series show IC50 in µM; actives 0.13% (n = 290,000);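 active means spots per cell inhibited over 60%, with over 100 cells counted and total cytoplasm intensity under 500,000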;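 further: U2OS cells stably carrying GPR55 and arrestin-GFP stimulated by 5 µM LPI near EC80; imaged beta-arrestin-GFP aggregate spots per cell after agonist stimulation; plate controls were LPI-stimulated DMSO wells for no effect and DMSO wells without LPI for full effect; some results filed as inactive read as strong as hits; confirmed hits need IC50 under 10 µM and bright autofluorescent wells are also inconclusive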
Myeloid diff 2 GFP+ MAC1+ % = recorded beside Myeloid diff 2, whose call it bears; GFP+ MAC1+ double positive, %; measured here: differentiation confirmed by MAC1 staining
* hit, by the source's call; [ ] = another dose, or the depositor's remark. Unless noted, no stated cut-off is given here; in the data, active means inhibition above about 50%; inactive means the rest.

How did CN(CC1CCOCC1)C(=O)CC1C(=O)NCCN1C/C=C/c1ccccc1 (stereo unspecified) do in these assays?
NOD2 inhibition: -4%; KOR beta-arrestin-1: 2.6%; GPR35 arrestin U2OS: 6%; GPR55 beta-arrestin: -0.2%; NOD1 inhibition: -35%; HIV fusion peptide: -0.8%; Myeloid diff 2: inactive; KOR beta-arrestin-2: -42%; GPR55 antagonists: 12%; Myeloid diff 2 GFP+ MAC1+ %: 0.1

What do the screens show for `CCCc1cc(C(=O)Nc2ccc(C(C)=O)cc2)no1`?
NOD2 inhibition: -58%; KOR beta-arrestin-1: -3.6%; GPR35 arrestin U2OS: -1%; GPR55 beta-arrestin: -0.2%; NOD1 inhibition: -32%; HIV fusion peptide: -0.7%; Myeloid diff 2: inactive; KOR beta-arrestin-2: -34%; GPR55 antagonists: -3%; Myeloid diff 2 GFP+ MAC1+ %: 1.8

How did CN1CCC(CNC(=O)Nc2ccccc2)(c2ccccc2)CC1 do in these assays?
NOD2 inhibition: 14%; KOR beta-arrestin-1: -3.2%; GPR35 arrestin U2OS: -1%; GPR55 beta-arrestin: -0.4%; NOD1 inhibition: -10%; HIV fusion peptide: -0.1%; Myeloid diff 2: inactive; KOR beta-arrestin-2: -35%[20 µM]; GPR55 antagonists: -2%; Myeloid diff 2 GFP+ MAC1+ %: 0.7

Results for COc1cccc(C(=O)NC2CCSC2=O)c1 (stereo unspecified) ?
NOD2 inhibition: 8%; KOR beta-arrestin-1: -5.9%; GPR35 arrestin U2OS: 4%; GPR55 beta-arrestin: -0.2%; NOD1 inhibition: 27%; HIV fusion peptide: -2.8%; Myeloid diff 2: inactive; KOR beta-arrestin-2: 36%; GPR55 antagonists: 7%; Myeloid diff 2 GFP+ MAC1+ %: 1.3

Results for COc1ccc(CNC(=O)c2ccc(CS(=O)c3ccccc3)o2)cc1 (stereo unspecified) ?
NOD2 inhibition: 3%; KOR beta-arrestin-1: -9.1%; GPR35 arrestin U2OS: -3%; GPR55 beta-arrestin: 0.3%; NOD1 inhibition: 12%; HIV fusion peptide: -1.6%; Myeloid diff 2: inactive; KOR beta-arrestin-2: 20%; GPR55 antagonists: -5%; Myeloid diff 2 GFP+ MAC1+ %: 0.0

How did CCOCCn1c2ccccc2c2nc3ccccc3nc21 do in these assays?
NOD2 inhibition: 3%; KOR beta-arrestin-1: -8.5%; GPR35 arrestin U2OS: -1%; GPR55 beta-arrestin: -0.3%; NOD1 inhibition: -6%; HIV fusion peptide: -2.0%; Myeloid diff 2: inactive; KOR beta-arrestin-2: 3%; GPR55 antagonists: -14%; Myeloid diff 2 GFP+ MAC1+ %: 0.4

How did O=C(c1cc2cc(F)ccc2[nH]1)N1CCN(c2cccc(Cl)c2)CC1 do in these assays?
NOD2 inhibition: 12%; KOR beta-arrestin-1: -3.3%; GPR35 arrestin U2OS: -7%; GPR55 beta-arrestin: 0.2%; NOD1 inhibition: -6%; HIV fusion peptide: 1.7%; Myeloid diff 2: inactive; KOR beta-arrestin-2: 30%; GPR55 antagonists: 4%; Myeloid diff 2 GFP+ MAC1+ %: 0.9

Results for COc1ccc(CNC(=O)C[C@H]2C(=O)N(Cc3ccccc3)C[C@@H]2Cc2ccccc2)cc1 ?
NOD2 inhibition: -18%; KOR beta-arrestin-1: -0.9%; GPR35 arrestin U2OS: 4%; GPR55 beta-arrestin: -0.3%; NOD1 inhibition: -21%; HIV fusion peptide: 0.0%; Myeloid diff 2: inactive; KOR beta-arrestin-2: -13%[20 µM]; GPR55 antagonists: -12%; Myeloid diff 2 GFP+ MAC1+ %: 1.9

How did Cc1ccc(F)c([C@H]2[C@H]3C=CC[C@@H](C)[C@@H]3C(=O)N2Cc2ccccc2)c1 do in these assays?
NOD2 inhibition: 26%; KOR beta-arrestin-1: 4.1%; GPR35 arrestin U2OS: -11%; GPR55 beta-arrestin: 1.6%; NOD1 inhibition: -7%; HIV fusion peptide: -1.4%; Myeloid diff 2: inactive; KOR beta-arrestin-2: 21%; GPR55 antagonists: 7%; Myeloid diff 2 GFP+ MAC1+ %: 2.6

What do the screens show for `CCN(CC)c1ncnc2c1cnn2Cc1ccc(Cl)cc1`?
NOD2 inhibition: 7%; KOR beta-arrestin-1: -5.6%; GPR35 arrestin U2OS: -10%; GPR55 beta-arrestin: -0.2%; NOD1 inhibition: 26%; HIV fusion peptide: 2.3%; Myeloid diff 2: inactive; KOR beta-arrestin-2: -22%; GPR55 antagonists: -11%; Myeloid diff 2 GFP+ MAC1+ %: 0.5

Results for CC(=O)Oc1cccc(C(=O)Nc2cccc(C(=O)Nc3ccccc3C(=O)O)c2)c1 ?
NOD2 inhibition: 16%; KOR beta-arrestin-1: 2.2%; GPR35 arrestin U2OS: 2%; GPR55 beta-arrestin: 0.7%; NOD1 inhibition: 8%; HIV fusion peptide: 13%; Myeloid diff 2: inactive; KOR beta-arrestin-2: -24%; GPR55 antagonists: 0%; Myeloid diff 2 GFP+ MAC1+ %: 0.2

Results for Cc1cccc(CCNC(=O)C2CCC(=O)N(Cc3ccc(Cl)cc3)C2)n1 (stereo unspecified) ?
NOD2 inhibition: 10%; KOR beta-arrestin-1: -4.0%; GPR35 arrestin U2OS: -2%; GPR55 beta-arrestin: -0.1%; NOD1 inhibition: -26%; HIV fusion peptide: -0.4%; Myeloid diff 2: inactive; KOR beta-arrestin-2: -4%; GPR55 antagonists: 22%; Myeloid diff 2 GFP+ MAC1+ %: 0.2

Results for CC(C)(CO)Nc1nc(Cl)nc(NC2CCCCC2)n1 ?
NOD2 inhibition: -4%; KOR beta-arrestin-1: -3.5%; GPR35 arrestin U2OS: 6%; GPR55 beta-arrestin: -0.1%; NOD1 inhibition: -13%; HIV fusion peptide: -1.9%; Myeloid diff 2: inactive; KOR beta-arrestin-2: 8%; GPR55 antagonists: 1%; Myeloid diff 2 GFP+ MAC1+ %: 0.5

What do the screens show for `CC(C)C(=O)O/N=C(\N)c1ccc(Oc2ccc(Cl)cc2)c([N+](=O)[O-])c1`?
NOD2 inhibition: 17%; KOR beta-arrestin-1: 0.1%; GPR35 arrestin U2OS: 11%; GPR55 beta-arrestin: 0.2%; NOD1 inhibition: 1%; HIV fusion peptide: 2.0%; Myeloid diff 2: inactive; KOR beta-arrestin-2: -6%; GPR55 antagonists: 4%; Myeloid diff 2 GFP+ MAC1+ %: 0.6

What do the screens show for `Cc1cccc(C)c1NC(=S)NN(Cc1ccccc1)c1ccccc1`?
NOD2 inhibition: -70%; KOR beta-arrestin-1: 0.1%; GPR35 arrestin U2OS: 1%; GPR55 beta-arrestin: -0.2%; NOD1 inhibition: 2%; HIV fusion peptide: 2.5%; Myeloid diff 2: inactive; KOR beta-arrestin-2: 18%; GPR55 antagonists: 5%; Myeloid diff 2 GFP+ MAC1+ %: 1.0

What do the screens show for `Cc1cc2cc3c(cc2nc1SCC(=O)Nc1nc(C)c(C)s1)OCO3`?
NOD2 inhibition: -29%; KOR beta-arrestin-1: -3.1%; GPR35 arrestin U2OS: 3%; GPR55 beta-arrestin: 0.0%; NOD1 inhibition: -34%; HIV fusion peptide: -0.6%; Myeloid diff 2: inactive; KOR beta-arrestin-2: 5%; GPR55 antagonists: 11%; Myeloid diff 2 GFP+ MAC1+ %: 2.7

Results for Cc1ccccc1OCCNC(=S)Nc1ccccc1 ?
NOD2 inhibition: -6%; KOR beta-arrestin-1: 0.7%; GPR35 arrestin U2OS: -4%; GPR55 beta-arrestin: 0.3%; NOD1 inhibition: 15%; HIV fusion peptide: -3.7%; Myeloid diff 2: inactive; KOR beta-arrestin-2: -3%; GPR55 antagonists: 9%; Myeloid diff 2 GFP+ MAC1+ %: 1.4

What do the screens show for `COc1ccc(C)cc1N(CC(=O)NC1CCCC1)C(=O)CCC(=O)Nc1cc(C)on1`?
NOD2 inhibition: 6%; KOR beta-arrestin-1: -0.8%; GPR35 arrestin U2OS: 0%; GPR55 beta-arrestin: 1.1%; NOD1 inhibition: 0%; HIV fusion peptide: -2.1%; Myeloid diff 2: inactive; KOR beta-arrestin-2: 16%; GPR55 antagonists: 14%; Myeloid diff 2 GFP+ MAC1+ %: 0.3

Results for Fc1cc(F)cc(NC(=S)Nc2ccccc2N2CCOCC2)c1 ?
NOD2 inhibition: 14%; KOR beta-arrestin-1: -0.8%; GPR35 arrestin U2OS: 8%; GPR55 beta-arrestin: -0.1%; NOD1 inhibition: -47%; HIV fusion peptide: -1.2%; Myeloid diff 2: inactive; KOR beta-arrestin-2: 14%[20 µM]; GPR55 antagonists: -2%; Myeloid diff 2 GFP+ MAC1+ %: 0.6

How did Nc1cnc(Nc2ccc(Br)cc2)nc1N do in these assays?
NOD2 inhibition: -18%; KOR beta-arrestin-1: 5.7%; GPR35 arrestin U2OS: 18%; GPR55 beta-arrestin: 0.2%; NOD1 inhibition: 0%; HIV fusion peptide: 0.9%; Myeloid diff 2: active; KOR beta-arrestin-2: 24%; GPR55 antagonists: 6%; Myeloid diff 2 GFP+ MAC1+ %: 6.8*

How did CCCNCC1C(Oc2ccc(Cl)cc2)C(=O)N1c1ccccc1C (stereo unspecified) do in these assays?
NOD2 inhibition: -2%; KOR beta-arrestin-1: 0.4%; GPR35 arrestin U2OS: 7%; GPR55 beta-arrestin: -0.6%; NOD1 inhibition: -27%; HIV fusion peptide: -3.0%; Myeloid diff 2: inactive; KOR beta-arrestin-2: 25%; GPR55 antagonists: 1%; Myeloid diff 2 GFP+ MAC1+ %: 1.2

What do the screens show for `COc1cc(OC)c2ccc(=O)oc2c1C(CCN1CCCC(C)C1)c1ccc(N(C)C)cc1` (stereo unspecified)?
NOD2 inhibition: 6%; KOR beta-arrestin-1: 3.0%; GPR35 arrestin U2OS: 14%; GPR55 beta-arrestin: 0.6%; NOD1 inhibition: 1%; HIV fusion peptide: 0.8%; Myeloid diff 2: inactive; KOR beta-arrestin-2: 26%; GPR55 antagonists: 6%; Myeloid diff 2 GFP+ MAC1+ %: 0.5

Some of the compounds tested (hit frequency here may not be typical).
